# H9c2 TAG inh = inhibitors of triacylglycerol accumulation, primary screen, cell-based, uHTS, fluorescence, H9c2 | H9c2 cells, Nile Red lipid (TAG) fluorescence; cells loaded with 200 µM oleic acid | inhibition, % at 12.5 µM | actives 0.66% (n = 230,000);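 active = pattern-corrected inhibition of lipid staining of at least 50% with the nuclear-stain viability signal not falling by more than 50%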;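 note: 0% = DMSO wells and 100% = triacsin C control wells; some results filed as inactive read as strong as hits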
# H9c2 TAG inh DAPI viability = further read-out of H9c2 TAG inh, marked with its call; DAPI nuclei signal change (viability), lower = more cytotoxic, %;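 whole-well DAPI fluorescence read on a plate reader as a viability signal; minus 50 percent equals half of cells still viable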
# An asterisk follows results filed as active.
SMILES,H9c2 TAG inh,H9c2 TAG inh DAPI viability
Cc1ccccc1N=C(NO)c1nonc1N,6.0,-5.9
CCc1cc2c(C)ccc(C)c2nc1SCC(=O)Nc1c[nH]c(=O)[nH]c1=O,10.8,-11.4
CCCCCCc1nc2c(=O)[nH]c3ccccc3c2o1,7.4,-11.5
CC1CC1C(=O)OCC(=O)Nc1cccc(S(=O)(=O)NC2=NCCCCC2)c1 (stereo not drawn),11.6,0.7
Cc1ccc(OCC(=O)O/N=C(\N)Cc2ccc(Cl)cc2)cc1,-14.7,3.5
CCOC(=O)C(Cc1ccccc1)NS(=O)(=O)c1ccc(NC(C)=O)cc1 (stereo not drawn),0.8,-10.4
CCOc1ccc(/C(O)=C2/C(=O)C(=O)N(CC3CCCO3)C2c2ccco2)cc1 (stereo not drawn),20.1,-6.6
CCC(=O)N1CCc2cc(Br)cc(S(=O)(=O)NCCN3CCCCC3CC)c21 (stereo not drawn),8.9,7.4
Cc1cccc(N2CCN(CC(=O)Nc3ccc(S(=O)(=O)N4CCOCC4)cc3)CC2)c1C,-10.3,5.9
O=S(=O)(c1c(Cl)sc(Cl)c1Br)N1CCCC1,-11.2,12.6
Cc1cc(NC(=O)C(C)N2C(=O)c3ccccc3S2(=O)=O)no1 (stereo not drawn),-3.3,-1.3
CCc1nc2ccc(C(=O)Nc3ccc(C(=O)N(C)C)cc3)cn2c1N(C)CCCc1ccccc1,-0.8,7.2
COc1ccccc1C(=O)Nc1sc(C(=O)N2CCCC2)c(C)c1C#N,-2.2,-9.1
COc1ccc(OC)c(NC(=O)C2CCN(S(=O)(=O)c3c(C)noc3C)CC2)c1,-2.1,-6.8
CC(=O)c1cc(C#N)c(SCC(=O)O)nc1C,11.9,-18.1
CCCCOc1ccc(-c2nnc(-c3ccncc3)o2)cc1,4.6,-7.5
COc1ccc(-c2nnc(NC(=O)c3ccc(S(=O)(=O)N4COCC4(C)C)cc3)o2)cc1,13.1,2.2
CCCC(CCC)C(=O)Nc1ccc2c(c1)N(C(=O)CN1CCN(C)CC1)c1ccccc1CC2,17.0,1.8
O=C(COC(=O)Cc1ccc(Br)cc1)Nc1ccc(Cl)cn1,-7.5,1.2
O=C(C1CCCN1S(=O)(=O)c1ccc(Cl)c(Cl)c1)N1CCCCC1 (stereo not drawn),7.0,4.9
Cn1c(SCC(=O)NC(=O)NCc2ccco2)nnc1C(F)(F)F,-1.1,2.4
CC(C)c1ccc(S(=O)(=O)N2CCN(C(=O)CCc3nc4ccccc4c(=O)[nH]3)CC2)cc1,0.5,-4.5
CCNc1nc(SCC(=O)OC)nc(N2CCOCC2)n1,-24.2,13.1
COc1ccc(S(=O)(=O)N(CC(=O)NCC2CCCO2)c2ccccc2)cc1OC (stereo not drawn),-32.2,2.0
CS(=O)(=O)N(CC(=O)NCCSCc1cccc(Cl)c1)c1ccc2c(c1)OCO2,26.3,-5.4

# Next part.
SMILES,H9c2 TAG inh,H9c2 TAG inh DAPI viability
COC(=O)CCC(=O)Nc1ccccc1C(N)=O,10.0,0.3
COC(=O)c1ccccc1NC(=O)COc1ccc2c(c1)OCO2,-5.5,3.8
O=c1n(-c2ccccc2)c(=O)n2n1CC(O)C2,-11.8,0.4
Cn1c(N)c(C(=O)c2cc(-c3ccccc3)nc3ccccc23)c(=O)n(C)c1=O,0.5,2.7
COc1ccc(NC(=O)c2noc3c2CCCCC3)cc1,-11.0,7.2
CCN(CC)C(=O)c1c(C)[nH]c(=S)c(C#N)c1-c1ccco1,-1.9,1.8
c1ccc2c(c1)[nH]c1c(N3CCCC3)ncnc12,-9.8,-8.3
Cc1cc(N2CCCCC2)n2nc(C)c(-c3ccccc3)c2n1,32.9,7.2
OC(c1ccc(F)c(F)c1)c1nc(-c2csc3ccccc23)cs1 (stereo not drawn),-8.0,4.9
Cc1ccc(C)c(NC(=O)c2cnn(-c3ccccc3)c2C)c1,-6.5,7.0
O=C(NCC(c1ccco1)N1CCc2ccccc2C1)c1ccc([N+](=O)[O-])cc1 (stereo not drawn),-12.2,5.4
OC[C@@H]1CN(Cc2cccc(C(F)(F)F)c2)C[C@H](n2cnc3c(NCc4ccncc4)ncnc32)O1,19.1,3.6
O=C(NCc1cccnc1)c1ccc(-c2cccc(Cl)c2Cl)o1,5.2,4.4
CN(CCCN1CCOCC1)C(=O)c1cc(COc2c(F)cccc2F)on1,6.2,-2.4
Cc1ccc(Cn2cccc2C2=NC(C)CO2)cc1 (stereo not drawn),-37.2,1.5
CCn1c(SCC(N)=O)nnc1-c1ccc2[nH]c(C)c(C)c2c1,-25.7,4.2
C#CCN(C[C@@H]1[C@@H](OC(=O)NCc2ccccc2F)[C@@H](OC(=O)NCc2ccccc2F)CN(C(=O)OC(C)C)N1C(=O)OC(C)C)S(=O)(=O)c1ccc(C)cc1,21.5,-1.5
Cc1ccc(NC(=O)c2ccc(S(=O)(=O)N3CCCCC3)cc2)nc1,-4.7,0.8
COc1cccc(N(C(=O)CNC(=O)c2ccco2)C(C(=O)NC2CCCC2)c2ccncc2)c1 (stereo not drawn),-3.5,-3.4
CCC(C(=O)c1ccc2ncccc2c1)c1ccccc1 (stereo not drawn),-7.7,5.8
C[C@@H]1C(c2ccc(F)cc2)=NN(c2ccc(Br)cc2)[C@H]1C(=O)N1CCOC1=O,4.7,39.3
COc1cccc(/C=C/C(=O)N2CCN(c3ccccn3)CC2)c1,5.4,-1.0
COc1ccc(N2CCN(C(=O)CCCCCn3c(=S)[nH]c4ccc(N5CCOCC5)cc4c3=O)CC2)cc1,-20.9,-4.7
O=C(NCCc1ccncc1)Nc1ccccc1,3.1,-3.5
CSc1ccc(Cl)c(C(=O)OCC(=O)N2CCNC2=O)c1,-8.6,-9.4

# Next section:
SMILES,H9c2 TAG inh,H9c2 TAG inh DAPI viability
C=CCn1c(COc2cccc(C)c2)nnc1SCC(=O)c1c(N)n(C)c(=O)n(C)c1=O,4.4,-1.7
O=C(c1ccccc1)N1CC(COc2ccccc2)OC(c2cccnc2)O1 (stereo not drawn),9.7,-0.4
Cc1nn(Cc2ccccc2Cl)c(Cl)c1/C=C/C(=O)OCC(=O)NC(N)=O,10.6,-5.0
O=C(NCc1ccccn1)Nc1ccc(Br)cc1,-10.8,0.2
CCCNCc1cc(OC)c(OCc2ccccc2)cc1Br,-8.5,24.3
COCCN(CC(=O)Nc1cccc(C)c1C)C(=O)Cc1cccs1,-1.7,-0.4
COc1ccccc1-c1c(C)c(C)nc(N)c1C#N,10.7,5.9
CC1(c2ccccc2)NC(=S)N2C1NC(=S)N2c1ccccc1 (stereo not drawn),6.5,-5.1
Cc1[nH]nc(Nc2ccccc2)c1[N+](=O)[O-],7.2,-6.7
O=C(NCC1CCCN(C(=O)c2cccnc2)C1)c1ccc(-c2ccccc2)cc1 (stereo not drawn),-8.3,4.8
Cc1cccc(N2C(=O)CN(Cc3cccs3)C2=S)c1,-4.7,-1.7
Brc1cc2c(cc1Br)OCCOCCOCCOCCO2,-1.3,6.8
Cc1ccc(-c2cc(C(F)F)nc3sc4c(=O)[nH]cnc4c23)cc1,11.2,13.3
O=C(NCCc1ccc(Cl)cc1)C(=O)Nc1cc2c3c(c1)CC(=O)N3CCC2,23.8,-15.7
COc1ccc(NC(=O)c2ccc(NC3=NC4CS(=O)(=O)CC4S3)cc2)cc1 (stereo not drawn),10.9,-4.2
CC1=NOC(=O)/C1=C\c1ccc(-c2ccccc2Br)o1,12.9,-6.9
COc1ccc(NC(=O)Nc2ccon2)c(OC)c1,1.0,-6.8
COc1ccc(N2C(=O)N3[C@H](c4ccc(Br)cc4)[C@@H]4C(=O)N(C(C)(C)C)C(=O)[C@@H]4[C@]3(Cc3ccccc3)C2=O)cc1,4.7,-6.6
COc1ccccc1NS(=O)(=O)c1cccc(C(=O)N/N=C/c2ccccc2OCC(=O)O)c1,-1.2,-3.7
COc1ccccc1CNC(=O)COC(=O)c1ccco1,8.5,0.0
Cc1cccc(OCC(=O)Nc2ccccc2N2CCCCC2)c1,-85.3,-9.6
Cc1ccc(NCc2ccccc2O)c(C)c1,0.2,0.2
CCCN(C1CCS(=O)(=O)C1)S(=O)(=O)c1cc(OC)ccc1OC (stereo not drawn),-12.6,-6.7
O=C(NCC(c1cccs1)N1CCOCC1)C1CCN(S(=O)(=O)c2cccc(C(F)(F)F)c2)CC1 (stereo not drawn),9.9,-5.6
OCCC1CN(Cc2ccccc2-c2ccco2)CCN1Cc1ccccc1 (stereo not drawn),-25.8,-3.5

# (more compounds)
SMILES,H9c2 TAG inh,H9c2 TAG inh DAPI viability
CCCC1OC(c2cc3c(cc2Cl)OCO3)OCC1CC (stereo not drawn),-7.9,3.1
Cc1nn(-c2ccccn2)c(N)c1N=O,10.1,-1.7
COc1ccc(NC(=O)CSc2nnc3ccc(-c4cccnc4)nn23)c(OC)c1,7.3,5.9
COc1ccc(C(=O)OCC(=O)Nc2cc(S(=O)(=O)N3CCOCC3)ccc2N2CCCC2)cc1,-9.5,-8.1
CCc1ccc(C(=O)Nc2cc(S(=O)(=O)N3CCOCC3)ccc2N2CCOCC2)cc1,14.4,-18.0
Cc1ccc(C)c(NC(=O)c2cc(S(=O)(=O)N3CCCCC3)c[nH]2)c1,0.9,9.7
N#CCC(=O)Nn1c(=S)[nH]c2ccccc2c1=O,-2.6,2.6
CCN=C1SC(C(N)=O)CC(=O)N1CC (stereo not drawn),1.0,-2.8
CCc1nc2ccc(C(=O)NCc3ccc4c(c3)OCO4)cn2c1N(C)Cc1cccs1,-2.1,-5.0
O=C(c1cc(=O)[nH]c2ccccc12)N1CCN(Cc2ccc3c(c2)OCO3)CC1,11.7,-15.5
COc1ccc(C2CC(c3cccc(C)c3)n3ncnc3N2)cc1 (stereo not drawn),-7.6,-6.1
CCc1n[nH]c(=S)n1/N=C/c1ccc(NC(C)=O)cc1,-3.3,5.5
O=C(Nc1ccc(N2CCCCC2)c(C(=O)O)c1)c1ccco1,-14.0,-2.3
CN(C)C(=O)c1c2c(nc3ccccc13)-c1ccccc1CC2,4.9,-7.6
CCCN(CCC)c1nc(Cl)nc(NCCN2CCOCC2)n1,-31.2,14.9
CCN(CC(=O)Nc1ccc(C(=O)Nc2ccc(OC)cc2)cc1)Cc1nc2ccccc2c(=O)[nH]1,54.7*,-26.1*
O=C(C[n+]1ccccc1)Nc1ccc(Oc2ccccc2)cc1,1.2,-11.1
Cc1cc(C(=O)NN=C(CCC(=O)O)c2cccs2)c(C)o1,10.3,1.5
Cc1nc2ccccn2c(=O)c1NC(=O)c1ccco1,1.8,9.5
O=C(COC(=O)c1ccccc1Nc1ccccc1F)c1ccccc1,-26.6,-1.9
Cc1noc(C)c1C(=O)Nc1nc2ccc(Cl)cc2s1,-6.3,1.0
Cc1ccccc1Cn1cnc2c(oc3ccccc32)c1=O,-2.0,2.2
CC(=O)Nc1ccc(NC(=O)Cc2ccc(-c3ccccc3)cc2)cc1,10.7,-12.6
Clc1ccccc1CSC1=NCCCN1,2.8,18.1
CON(C)C(=O)CCN(Cc1ccccc1)C(=O)OC(C)(C)C,-12.4,4.0

# (list continues)
SMILES,H9c2 TAG inh,H9c2 TAG inh DAPI viability
C/C(CCc1ccc2c(c1)OCO2)=N\NC(=O)c1ccccc1,-0.9,-10.8
O=c1[nH]nc(Sc2ncnc3sccc23)n1CCc1ccccc1,-10.9,-18.7
CCN(CC(=O)NCc1cccs1)C(=O)CCC(=O)c1ccc(F)cc1,1.7,-4.7
COCC(=O)Nc1ccc(S(=O)(=O)Nc2nccs2)cc1,5.5,-9.6
O=C(O)/C=C/c1ccc(S(=O)(=O)NCc2cccnc2)cc1,7.8,-3.6
CC1CCN(Cc2cc(=O)oc3ccc4ccccc4c23)CC1,8.7,8.0
CS(=O)(=O)NCC(c1cccnc1)N1CCN(c2ccccc2F)CC1 (stereo not drawn),-4.6,-0.8
Cc1ccc(NC(=O)O/N=C/c2c(C)nn(C(C)(C)C)c2C)cc1Cl,-12.6,8.3
N#CC(C#N)=C(Nc1ccc(F)cc1)SCc1cccc(F)c1,6.9,-13.1
c1ccc(COc2cccc(CNCc3ccccn3)c2)cc1,-1.3,23.7
COc1ccc(-c2cnnc(N/N=C/c3ccc(O)cc3)n2)cc1,-8.7,3.4
Cc1c(C(=O)N2CCCCC2)nn(-c2ccc(Cl)cc2)c(=O)c1C#N,8.0,-7.3
CCc1cc2ccccc2nc1SCC(=O)N1CCN(C(=O)c2ccco2)CC1,-1.8,8.2
CC(C)CCN(CCC(C)C)C(CO)(CO)CO,-7.9,12.3

# Part of the list above, with values under each structure.
# Order of values: H9c2 TAG inh | H9c2 TAG inh DAPI viability
> Cc1noc(C)c1C(=O)Nc1nc2ccc(Cl)cc2s1
  -6.3 | 1.0
> Cc1ccccc1Cn1cnc2c(oc3ccccc32)c1=O
  -2.0 | 2.2
> CC(=O)Nc1ccc(NC(=O)Cc2ccc(-c3ccccc3)cc2)cc1
  10.7 | -12.6
> Clc1ccccc1CSC1=NCCCN1
  2.8 | 18.1
> CON(C)C(=O)CCN(Cc1ccccc1)C(=O)OC(C)(C)C
  -12.4 | 4.0
> C/C(CCc1ccc2c(c1)OCO2)=N\NC(=O)c1ccccc1
  -0.9 | -10.8
> O=c1[nH]nc(Sc2ncnc3sccc23)n1CCc1ccccc1
  -10.9 | -18.7
> CCN(CC(=O)NCc1cccs1)C(=O)CCC(=O)c1ccc(F)cc1
  1.7 | -4.7
> COCC(=O)Nc1ccc(S(=O)(=O)Nc2nccs2)cc1
  5.5 | -9.6
> O=C(O)/C=C/c1ccc(S(=O)(=O)NCc2cccnc2)cc1
  7.8 | -3.6
> CC1CCN(Cc2cc(=O)oc3ccc4ccccc4c23)CC1
  8.7 | 8.0
> CS(=O)(=O)NCC(c1cccnc1)N1CCN(c2ccccc2F)CC1 (stereo not drawn)
  -4.6 | -0.8
> Cc1ccc(NC(=O)O/N=C/c2c(C)nn(C(C)(C)C)c2C)cc1Cl
  -12.6 | 8.3
> N#CC(C#N)=C(Nc1ccc(F)cc1)SCc1cccc(F)c1
  6.9 | -13.1
> c1ccc(COc2cccc(CNCc3ccccn3)c2)cc1
  -1.3 | 23.7
> COc1ccc(-c2cnnc(N/N=C/c3ccc(O)cc3)n2)cc1
  -8.7 | 3.4

# The list is partial, so the mix of outcomes need not match the whole.
